Screens: PubChem, National Center for Advancing Translational Sciences (NCATS)
ELG1 repair inh = qHTS screen for small molecules that inhibit ELG1-dependent DNA repair in human embryonic kidney (HEK293T) cells expressing luciferase-tagged ELG1; AID 504467, 2011; HEK293T ELG1-luciferase reporter, luminescence, 16 h; DNA damage induced by 5-fluorouridine; Potency, µM (highest dose often 46.1 µM), for inactives: at the top dose activity change, negative = inhibition, usual class: inhibitors; 330,000 tested, 2.3% active; further: potency means the concentration at half of the fitted maximal effect; on the % scale 0 is the no-effect control and ±100 the full control effect; nearly all actives have a fitted effect of over 55% in size
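Cells (2,000 per well) received 5-fluorouridine plus test compound or DMSO and were incubated 16 hr at 37 °C, 5% CO2. Luciferase activity was read by luminescence 30 min after ONE-Glo addition; signal suppression marked inhibition of damage-induced ELG1 function.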
A-T KAP1 phos = qHTS Assay for Identifying a Potential Treatment of Ataxia-Telangiectasia | […] A-T fibroblasts, KAP-1 phosphorylation AlphaLISA; neocarzinostatin DNA damage 30 min before lysis | Potency, µM (titrated, usually from 57.5 µM), for inactives: at the top dose activation, most hits filed as activators | 320,000 tested, 0.19% active | AID 485349, 2010; further: potency means the concentration at half of the fitted maximal effect; % of control where 0% means no effect; nearly all actives have a fitted effect of over 45% in size
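hTERT-immortalized A-T patient fibroblasts ([…]), 500 cells/well in OPTI-MEM, 1% FBS, got compounds for 60 min, then NCS for 30 min at 37C. Lysates were then assayed for phospho-KAP-1 by AlphaLISA (anti-pKAP1 donor, anti-KAP1 acceptor beads), 6 hr at 25C.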
TCR activator = Activators of T cell receptors: qHTS campaign; primary human leukocytes, anti-CD3, IL-2 HTRF, 48 h; Potency, µM (highest dose often 9.22 µM), for inactives: at the highest dose activation of IL-2 secretion, actives largely listed as activators; 330,000 tested, under 10 active; further: % of control where 0% means no effect
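Using a-CD3 beads without co-stimulation, primary human leukocytes were exposed to compounds for 48 hr. An HTRF IL-2 kit measured the cytokine, with europium-to-d2 energy transfer producing emission at 665nm upon 320nm excitation.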
KCNH2 3.1 inh = qHTS for Inhibitors of KCHN2 3.1: Mutant qHTS; U2OS KCNH2 3.1, thallium flux FluxOr; stronger effect = lower value; activity change, % (tested at about 1.8 µM); 340,000 tested, 0.95% active; AID 720553, 2013;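 active means maximum activity change below -70%; inconclusive means maximum activity change from -70% to -50%; inactive means maximum activity change above -50%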;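 further: thallium influx rate constant from kinetic fluorescence after stimulation buffer; on the % scale 0 is the no-effect control and ±100 the full control effect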
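Steps: virus added to U2OS suspension (4 h, RT, dark); medium with 10% FBS added, cells plated, 37 C overnight; FluxOr/Red40 loading buffer 45 min RT; stimulation buffer, 2 min kinetic read; rate constant normalized.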
Mito fusion yeast = qHTS Assay for Small Molecule Inhibitors of Mitochondrial Division or Activators of Mitochondrial Fusion | AID 485298, 2010 | 320,000 tested, 0.23% active | S. cerevisiae fusion-defective mutant growth rescue, CellTiterGlo 48 h | Potency, µM (top dose mostly 46.1 µM), without a hit: top-dose growth rescue (activation), actives largely listed as activators;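 further: potency means the concentration at half of the fitted maximal effect; % of control where 0% means no effect; nearly all actives have a fitted effect of over 45% in size; temperature-sensitive fusion mutants such as fzo1-1 at 37 °C on non-fermentable ethanol glycerol medium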
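S. cerevisiae fusion-defective temperature-sensitive mutants (e.g. fzo1-1, mgm1-5) grown 48 h at 37C in YPEG (ethanol/glycerol non-fermentable) medium with 23 nl compound per well; growth rescue read as CellTiterGlo luminescence.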
hERG WT inh = qHTS for Inhibitors of KCHN2 3.1: Wildtype qHTS. 340,000 tested, 0.37% active. activity change, % at 1.84 µM. U2OS, BacMam KCNH2, thallium flux FluxOr; stronger effect = lower value. AID 720551, 2013;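 active means maximum activity change below -70%; inconclusive means maximum activity change between -70% and -50%; inactive means maximum activity change above -50%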; further: on the % scale 0 is the no-effect control and ±100 the full control effect
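U2OS cells were transduced with wild-type KCNH2 virus (2.03 x 10^8 / mL) for 4 h at room temperature, then cultured overnight at 37 C. Thallium flux was read with FluxOr dye. Rate constants were normalized to DMSO controls.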
TRPV1 agonist = HTS Assay for Compounds that Act as Agonists of the Vanilloid Receptor 1 | 320,000 tested, 0.19% active | Transient receptor potential cation channel subfamily V member 1 (Homo sapiens), Q8NER1 | TRPV1-expressing cells, Fluo-8 calcium influx, agonist mode | AID 540275, 2011 | activation, % at 8.33 µM; in the data active means activation above about 80%; inconclusive means between about 30% and that limit; further: 0% is about no effect
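Cells expressing TRPV1 were dye-loaded with Fluo-8 and read kinetically: 10 s baseline, 3 min after compound (agonist portion), then 2 min after EC20 capsaicin (allosteric enhancer portion). Calcium-bound dye fluorescence at 480/520 nm.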
USP2a inh = qHTS Assay for Inhibitors of Ubiquitin-specific Protease USP2a Using CHOP2 as the Reporter; Ubiquitin carboxyl-terminal hydrolase 2 (Homo sapiens), O75604; 330,000 tested, 0.01% active; Potency, µM (doses to about 38.3 µM), inactives show at the highest dose activity change, negative = inhibition, usual class: inhibitors; USP2 core, Ub-CHOP2 coupled fluorogenic reporter, 485/531;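 further: potency means the concentration at half of the fitted maximal effect; plate controls were DMSO wells for no effect and full inhibition by NEM control for full effect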
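Cell-free coupled assay: 10nM USP2 core preincubated 30min RT with compound in Tris-HCl pH 8.0/CaCl2/CHAPS buffer, then 25nM Ub-CHOP2 and 25nM reporter substrate; fluorescence (Ex 485/Em 531) read after 60min RT, normalized to NEM inhibition, concentration-response curves fitted.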
Eya2 inh = qHTS Assay for Inhibitors of the Phosphatase Activity of Eya2. Potency, µM (highest dose often 76.9 µM), for the others: top-dose activity, negative = inhibition, usual class: inhibitors. recombinant Eya2, OMFP fluorescence dephosphorylation (OMFP is methylfluorescein phosphate). 330,000 tested, 0.006% active; further: potency means the concentration at half of the fitted maximal effect; on the % scale 0 is the no-effect control and ±100 the full control effect
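Eya2 (0.2 uM) preincubated 10 min at ambient with compound, then OMFP substrate added at 50 uM; 10 min reaction in 50 mM HEPES pH 7.5, 50 mM NaCl, 5 uM MgCl2, 0.05% BSA, 1 mM DTT. Fluorescence read at Ex 485/Em 525 nm.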
TSHR antag = Antagonists of the Thyroid Stimulating Hormone Receptor: HTS campaign. Thyrotropin receptor (Homo sapiens), P16473. TSHR-expressing cells, TSH-stimulated cAMP HTRF, 2 h; stronger effect = lower value. activity change, negative = inhibition, % at 11.5 µM. 330,000 tested, 0.2% active. AID 504810, 2011;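 active means activity change below a set negative limit, meaning inhibition stronger than a set level, cut at about -70% in these data; inconclusive means activity change between two set negative limits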; further: on the % scale 0 is the no-effect control and ±100 the full control effect
Target sequence (P16473 whole entry, looked up): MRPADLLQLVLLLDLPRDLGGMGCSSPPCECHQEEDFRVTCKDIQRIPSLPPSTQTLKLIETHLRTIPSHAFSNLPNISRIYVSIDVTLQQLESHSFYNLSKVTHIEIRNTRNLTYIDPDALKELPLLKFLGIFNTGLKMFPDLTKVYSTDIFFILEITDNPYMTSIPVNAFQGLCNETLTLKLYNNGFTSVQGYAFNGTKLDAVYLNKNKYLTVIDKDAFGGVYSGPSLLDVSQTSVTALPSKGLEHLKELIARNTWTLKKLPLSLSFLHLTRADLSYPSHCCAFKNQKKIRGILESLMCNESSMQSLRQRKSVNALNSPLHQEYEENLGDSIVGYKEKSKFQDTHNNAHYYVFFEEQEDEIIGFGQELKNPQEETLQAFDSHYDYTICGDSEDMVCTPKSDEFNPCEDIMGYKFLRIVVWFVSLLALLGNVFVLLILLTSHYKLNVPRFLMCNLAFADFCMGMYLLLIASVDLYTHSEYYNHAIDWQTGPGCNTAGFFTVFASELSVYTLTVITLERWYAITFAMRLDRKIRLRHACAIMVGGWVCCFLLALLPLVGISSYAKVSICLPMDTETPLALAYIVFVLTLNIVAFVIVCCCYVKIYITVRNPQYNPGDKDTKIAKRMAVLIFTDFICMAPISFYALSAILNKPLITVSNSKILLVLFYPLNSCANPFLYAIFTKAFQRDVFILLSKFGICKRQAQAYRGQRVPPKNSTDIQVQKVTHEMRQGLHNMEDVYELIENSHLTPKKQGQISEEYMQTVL
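Antagonism was scored as loss of TSH-driven cAMP in TSHR cells, stimulated with 4nM TSH (EC80) for 2 hours at 37 deg C and detected by homogeneous HTRF competition immunoassay.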
* hit, by the source's call; ? = inconclusive; . = not tested or not shown; [ ] = another dose, or the depositor's remark. Unless noted, the call rests on the fitted dose curve; in most records, active means well fitted curve in the direction sought with a large enough effect; inconclusive means small, poorly fitted or top-dose-only effect, or another doubt; inactive means no such curve, though single readings can be large; an effect the other way counts as inactive or inconclusive. A portion of the library; count on the stated rates, not on these rows.

SMILES	ELG1 repair inh	A-T KAP1 phos	TCR activator	KCNH2 3.1 inh	Mito fusion yeast	hERG WT inh	TRPV1 agonist	USP2a inh	Eya2 inh	TSHR antag
COc1ccc(NC(=O)c2cc3c(COC(C)=O)cnc(C)c3oc2=Nc2cccc(C(=O)O)c2)c(OC)c1	13%	2%	-4%	1	8%	-13	-10	1%	-5%	-11
Cc1ccc2nc3ccc(N4CCN(C)CC4)nn3c(=O)c2c1	?	2%	0%	1	1%	-2	-1	-1%	?	5
C=C(C)CN(CC)C(=O)CSc1ccc(S(=O)(=O)N2CCN(C)CC2)cn1	16%	3%	3%	5	-3%	-4	0	1%	13%	-1
Cc1cc(-n2cnc(-c3cn[nH]c3C)n2)no1	?	4%	6%	8	4%	0	-4	3%	-23%	5
Cc1cc(NS(=O)(=O)c2ccc(C3CCCCC3)cc2)no1	10%	7%	-2%	10	-16%	-5	4	0%	-17%	5
CCCOc1ccc(Cl)cc1CNc1ccccc1	-1%	12%	-5%	-2	6%	-1	-1	1%	-10%	-17
CC1=CC(=O)OC1Cc1ccncc1 (stereo not drawn)	8%	-3%	-3%	-25	0%	-6	-1	-3%	9%	25
Cc1cccc(C)c1OCC(=O)NNC(=O)c1ccoc1C	-3%	1%	4%	10	-2%	-1	-4	-3%	3%	-2
CCCc1sc(N2CCCC(C(N)=O)C2)nc1-c1ccccc1 (stereo not drawn)	-6%	3%	0%[46.1 µM]	14	-47%[inhibitor]	-3	6	1%	1%	0
Cc1cc(NC(=O)CSc2[nH]c(=O)cc(C(F)(F)F)c2C#N)no1	20%	8%	-6%	16	-2%	31	-3	0%	-1%	8
COCCN1C(=S)NC(c2cccc(C(F)(F)F)c2)C(C(=O)N2CCOCC2)=C1C (stereo not drawn)	4%	1%	-1%	3	-1%	-11	0	2%	5%	-1
CCN(CC)S(=O)(=O)c1cc(NC(=O)COC(=O)c2c(C)noc2C)ccc1C	?	0%	5%	-18	-1%	-4	5	0%	-4%	-21
Cc1cc(NC(=O)CSCC(=O)N2CCN(c3cccc(C(F)(F)F)c3)CC2)no1	?	-4%	14%	5	7%	1	-3	-2%	-13%	9
Cc1cc(NC(=O)C2CCN(S(=O)(=O)c3cccs3)CC2)no1	-7%	.	0%	6	5%	0	0	0%	5%	-1
Cc1[nH]nc2c1C(c1cccc(OC(=O)N3CCOCC3)c1)C(C#N)=C(N)O2 (stereo not drawn)	-2%	5%	-4%	7	-3%	3	-3	2%	2%	3
CCCC(=O)NC(=S)Nc1ccccc1N1CCOCC1	-11%	4%	-1%[46.1 µM]	18	-23%	31	4	2%	2%	-9
CSCCC(NC(=O)c1ccccc1)C(=O)N1CCN(C(=O)c2ccccc2)CC1 (stereo not drawn)	10%	12%	5%	0	.	-4	.	1%	-21%	.
CS(=O)(=O)N(CCc1ccccc1)CC(N)=O	0%	-1%	0%	-20	-5%	-2	0	-1%	3%	5
Clc1ccc(-c2noc(COc3ccccc3)n2)cc1	?	4%	-3%	4	0%	1	1	0%	13%	-31
CCCN(Cc1cc2cccc(C)c2[nH]c1=O)S(C)(=O)=O	3%	2%	-3%	1	3%	-9	-3	1%	0%	5
Cc1ccc(-c2nc3cc(C)ccc3o2)cc1	?	7%	3%	7	-2%	-5	1	-1%	-2%	13
Cc1nc2scc(C)n2c(=O)c1S(=O)(=O)N1CCN(c2ccccn2)CC1	?	16%	-5%	8	6%	4	-11	2%	-7%	15
CCSc1ncc(/C=N/Nc2ccccc2)n1C	?	-1%	10%	-6	14%	-3	8	-1%	0%	4
O=C(c1ccccc1)c1cc(-c2ccccn2)c(N2CCOCC2)s1	-16%	-2%	0%	7	1%	-186*	?	1%	16%	-12
Cc1sc2c(c1C)CN(CCN1CCOCC1)CN2C(=O)c1ccccc1	?	-3%	.	-5	21%	5	10	0%	6%	-5
N#Cc1ccc(COC(=O)c2ccccn2)cc1	16%	-4%	.	.	-5%	.	-1	10%	26%	-2
O=C(c1cccc(S(=O)(=O)N2CCOCC2)c1)N1CCN(S(=O)(=O)c2cccc([N+](=O)[O-])c2)CC1	9%	-3%	2%	13	-2%	8	0	1%	-2%	-4
CCOc1cc(-c2nc(-c3ccncc3)no2)cc(OCC)c1OCC	1%	4%	0%	-4	-3%	2	-5	2%	3%	10
CCOc1ccccc1N(CC(=O)NCc1ccco1)C(=O)CCC(=O)Nc1nccs1	-3%	3%	8%	-4	-6%	-15	1	1%	-1%	-5
C=CCOC(=O)CSCC(NC(=O)OC(C)(C)C)C(=O)OCC (stereo not drawn)	11%	1%	-5%	.	-2%	9	-1	-1%	-11%	-11
CC(=O)Nc1nc(C)c(Oc2ccccc2)c(=O)[nH]1	14%	1%	0%	-5	1%	8	0	-1%	2%	-5
Cc1ccc(NC(=O)c2ccccc2OCC(=O)Nc2cccc(Cl)c2C)nc1	?	2%	.	.	1%	.	-1	2%	8%	-1
COc1ccc(C(=O)Nc2nc(CC(=O)NCCc3ccccc3OC)cs2)cc1	?	3%	-1%	-1	0%	-2	0	4%	20%	-5
O=C(Cc1ccc(-n2c(=O)c3ccccc3n(CC(=O)Nc3ccc(F)cc3F)c2=O)cc1)NCc1ccco1	-15%	-3%	1%	-11	-5%	1	0	-1%	1%	3
NC(=S)NNc1ccc(Cl)c(Cl)c1	-12%	15%	2%	-4	-1%	9	27	5%	-20%	-2
O=C(Nc1cc(S(=O)(=O)N2CCOCC2)ccc1O)c1ccc(S(=O)(=O)N2CCCCC2)cc1	-6%	4%	.	-3	.	-4	.	2%	-18%	-15
CSCC[C@H](NC(=O)N1CCn2c1nc1ccccc12)C(=O)NCC1CCCO1 (stereo partly drawn)	17%	-3%	11%	0	2%	4	0	-1%	-15%	-3
O=C1C2ON(c3ccccc3)C(c3ccncc3)C2C(=O)N1c1ccc(Br)cc1 (stereo not drawn)	-1%	-1%	3%	8	-3%	-9	-1	1%	16%	5
COc1cc(N)ccc1C(=O)O	.	.	7%	8	-1%	-3	2	.	.	.
CCOC(=O)c1cnc(SC)nc1Oc1cccc(NS(=O)(=O)c2ccc(Cl)cc2)c1	23µM*	4%	-7%[46.1 µM]	22	-2%	5	3	6%	-14%	-3
CCOC(=O)C1CCCN(C(=O)CSCc2ccccc2)C1 (stereo not drawn)	?	-3%	4%	-1	-1%	7	11	-1%	11%	0
CCC(=O)C1CCCN(C(=O)c2ccc(OC3CCN(C(=O)c4cccnc4)CC3)cc2)C1 (stereo not drawn)	-9%	-4%	-5%	-7	2%	-19	-4	1%	2%	7
O=C(O)c1cnn2c(-c3ccccc3)ccnc12	-1%	4%	-3%	17	-3%	2	-3	0%	7%	8
COC(=O)Cc1c(C)c2ccc(O)c(CN3CCCC(C)C3)c2oc1=O (stereo not drawn)	0%	7%	-10%	15	1%	5	-4	1%	7%	6
CC(Oc1ccccc1)c1ccnc(N)n1 (stereo not drawn)	-1%	-4%	0%	-3	3%	-2	0	-2%	4%	-4
COc1ccc(NC(=O)c2cccc3ccccc23)cc1	6%	2%	-2%	-5	4%	4	3	-1%	6%	4
NC(=O)c1ccc(NC(=O)CN2CCOCC2)cc1	-2%	8%	.	8	-2%	-2	-4	2%	3%	3
Cn1c(=O)[nH]c(=O)c2c1nc(SCC(=O)O)n2CCc1ccccc1	-1%	4%	0%	12	3%	2	-1	9%	-4%	7
CCOC(=O)C(Cc1ccccc1)(NC(C)=O)C(=O)OCC	1%	-4%	5%	1	2%	-1	-1	0%	-22%	3
CCCC1C(C#N)=C(N)Oc2cc(C)n(C)c(=O)c21 (stereo not drawn)	0%	10%	.	-11	-1%	4	3	1%	-1%	18
Cc1nc2ccccc2c(=O)n1NC(=O)c1ccc(C(C)(C)C)cc1	?	-5%	0%	-38	?	0	?	2%	?	-1
